# Bioassay records from PubChem.
# Mcl1-Bid inh – Mcl-1/Bid interaction inhibition; Q07820; TR-FRET Mcl-1/Bid-Dy647 peptide binding, 1536-well; inhibition, % at 21.7 µM; actives 0.97% (n = 220,000);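 active = compounds that cut the binding signal by more than half at the single screening dose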;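 note: His-tagged Mcl-1 with europium anti-His antibody binding Bid BH3 peptide; 0% = Mcl-1 plus peptide wells and 100% = peptide-only wells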
# Target sequence (Q07820 whole entry, looked up): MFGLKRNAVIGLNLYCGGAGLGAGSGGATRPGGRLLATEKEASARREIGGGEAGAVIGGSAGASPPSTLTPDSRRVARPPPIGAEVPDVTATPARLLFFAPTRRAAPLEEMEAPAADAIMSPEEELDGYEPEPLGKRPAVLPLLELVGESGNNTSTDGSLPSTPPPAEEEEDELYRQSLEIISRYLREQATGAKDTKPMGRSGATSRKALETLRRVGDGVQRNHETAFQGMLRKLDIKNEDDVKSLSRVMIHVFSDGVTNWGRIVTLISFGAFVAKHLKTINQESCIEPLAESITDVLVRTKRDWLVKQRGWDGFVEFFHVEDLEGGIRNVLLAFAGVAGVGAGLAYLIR
# Mcl1 Noxa PPI – Mcl-1/Noxa interaction inhibition; actives 1.5% (n = 220,000); inhibition, % at 21.7 µM; Q07820; TR-FRET Mcl-1/Noxa peptide binding, 2 h; AID 1022;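 active = compounds that cut the protein-peptide binding signal by more than 50% relative to plate controls in a single-dose test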;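 note: His-tagged Mcl-1 with rhodamine Noxa BH3 peptide and terbium anti-His antibody; 0% = Mcl-1 plus Noxa peptide wells and 100% = peptide-only wells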
# Cdc42 wt GTP – modulators (inhibitors or activators) of GTP binding to human Cdc42 wildtype | actives 0.2% (n = 190,000) | percent activity (GTP binding), % at 10 µM | GST-Cdc42 beads, Bodipy-GTP binding, flow cytometry; actives lie on both sides;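 active = percent activity GTP binding at least 20 points away from the 100% baseline, either down as inhibitor or up as activator; inconclusive = compound flagged as likely green fluorescent from well-wide comparison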;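 note: median bead fluorescence of bound Bodipy-FL-GTP at 100 nM; 0% = excess unlabeled GTP control and 100% = no compound control; below 100% means less GTP binding so inhibitor and above means activator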
# Bim-Mcl-1 – inhibitors of Bim-Mcl-1 interaction, human; Q07820; actives 0.1% (n = 190,000); inhibition, % at 10 µM; Bead-based flow cytometry, Bim peptide-Mcl-1 binding; AID 1009; in the data active = inhibition above about 40%;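 note: 0% = no compound tracer wells and 100% = peptide blocker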
# Rac1 act GTP bind – alters GTP binding to activated mutant human Rac1; GST-Rac1 activated beads, fluorescent GTP binding, flow cytometry; actives lie on both sides; 100% means binding = to untreated wells; actives 0.11% (n = 190,000); AID 764; percent activity (GTP binding), % at 10 µM;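 active = GTP binding at least 20 percentage points away from the 100% baseline, in either direction, so actives lie on both sides; inconclusive = Compound likely fluorescent itself, or too few beads counted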
# Pf gametocyte – kills late stage P. falciparum gametocytes. P. falciparum stage V gametocytes, ATP luminescence, 24 h. inhibition, % at 10.9 µM. actives 0.065% (n = 150,000). AID 743093;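 active = inhibition above the mean plus 3 SD of compounds within the control limits, set per campaign, cut at about 38% in these data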;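 note: 0% = DMSO wells and 100% = medium only without gametocytes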
# Rab2 wt GTP – changes GTP binding to wildtype dog Rab2A, up or down; P61105; GST-Rab2 wt beads, Bodipy-GTP binding, flow cytometry; GTP binding activity, % at 10 µM; actives 0.19% (n = 190,000);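 active = GTP binding activity at least 20 points away from 100%, either lowered or raised; inconclusive = signal likely due to the compound's own green fluorescence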;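 note: 0% = beads with excess unlabeled GTP and 100% = no-compound control corrected for plate trend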
# Rab7 wt modul – dog Rab7 wildtype GTP binding, inhibitors and activators | GTP binding activity (percent of control), % at 10 µM | actives 0.055% (n = 190,000) | GST-Rab7 beads, fluorescent GTP binding, flow cytometry; actives lie on both sides; untreated = 100%, excess cold GTP = 0%;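 active = fluorescent GTP binding to Rab7 beads changed by at least 20 points from the 100% baseline, either direction, mostly lower; inconclusive = compound itself probably fluorescent, or too few beads counted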;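 note: median green fluorescence of bound Bodipy-FL-GTP per Rab7 bead population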
# Rac1 wt modul – human Rac1 wildtype GTP binding, inhibitors and activators | P63000 | GST-Rac1 beads, fluorescent GTP binding, flow cytometry; actives lie on both sides; 0 = cold GTP competed, 100 = untreated | GTP binding activity (% of control), % at 10 µM | actives 0.27% (n = 190,000);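 active = GTP binding activity at least 20 points away from the 100% control level, either lower or higher; inconclusive = compound flagged as likely green fluorescent, judged across all proteins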
# RGS8-Gao – regulators of human RGS8-Galphao interaction | P09471 | AID 1423 | actives 0.34% (n = 220,000) | response (percent of control binding), % at 10 µM | multiplexed bead flow cytometry, RGS8-Galphao binding; actives lie on both sides; in the data active = response below about 60% or above about 140%; inactive = in between;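 note: Galphao activated as the GDP aluminium fluoride complex binding bead-coupled RGS8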
# Target sequence (P09471 whole entry, looked up): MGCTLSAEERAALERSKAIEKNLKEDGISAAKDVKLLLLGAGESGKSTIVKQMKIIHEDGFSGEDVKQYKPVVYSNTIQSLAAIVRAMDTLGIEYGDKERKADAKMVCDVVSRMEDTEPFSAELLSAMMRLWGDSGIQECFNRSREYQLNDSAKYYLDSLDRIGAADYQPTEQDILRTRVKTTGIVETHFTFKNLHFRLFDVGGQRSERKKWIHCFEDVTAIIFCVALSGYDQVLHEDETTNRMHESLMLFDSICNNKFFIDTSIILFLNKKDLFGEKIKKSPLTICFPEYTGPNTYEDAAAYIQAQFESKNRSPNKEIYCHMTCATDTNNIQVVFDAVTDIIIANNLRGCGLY
# HRas wt GTP – changes GTP binding to wildtype human HRas; P01112; GST-Ras wt beads, Bodipy-FL-GTP binding, flow cytometry; actives lie on both sides; GTP binding activity, % at 10 µM; actives 0.14% (n = 190,000); AID 759;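 active = GTP binding activity at least 20% away from the 100% baseline, either lowered as inhibitor or raised as activator; inconclusive = flagged as likely green fluorescent, judged across all proteins in the well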;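 note: 0% = unlabeled GTP competition control and 100% = no-compound control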
# Target sequence (P01112 whole entry, looked up): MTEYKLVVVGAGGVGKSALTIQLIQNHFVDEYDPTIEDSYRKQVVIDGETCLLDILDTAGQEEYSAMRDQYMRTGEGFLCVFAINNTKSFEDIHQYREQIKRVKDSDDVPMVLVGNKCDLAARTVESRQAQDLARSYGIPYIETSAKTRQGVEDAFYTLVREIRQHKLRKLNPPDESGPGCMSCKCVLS
# * marks the source's active call; other numbers are inactive results; ? = inconclusive; . = no result given.
molecule	Mcl1-Bid inh	Mcl1 Noxa PPI	Cdc42 wt GTP	Bim-Mcl-1	Rac1 act GTP bind	Pf gametocyte	Rab2 wt GTP	Rab7 wt modul	Rac1 wt modul	RGS8-Gao	HRas wt GTP
Cc1cc(=O)n2nc(N3CCCC(C(=O)NCCCN4CCc5ccccc5C4)C3)sc2n1 (stereo not given)	-32	6	95	0	96	.	99	96	96	107	98
CCC(=O)Nc1nc2ccc3sc(C)nc3c2s1	-9	22	92	-3	97	-27	96	92	98	101	97
CCOc1cc(NC(=S)NCC2CCCO2)c(OCC)cc1NC(=O)C1CC1 (stereo not given)	-76	1	100	-1	96	0	96	95	96	117	96
Cn1c(N)c(C(=O)COC(=O)c2cnc(Cl)c(Cl)c2)c(=O)n(C)c1=O	-13	-3	93	-3	93	9	96	104	94	103	95
CCOc1ccc(CN2CCN(Cc3cn(CC)nc3C)CC2CCO)cc1 (stereo not given)	-11	12	98	0	97	21	100	97	102	102	99
O=C1SCCC1NS(=O)(=O)c1ccccc1[N+](=O)[O-] (stereo not given)	-18	5	96	3	95	-8	100	106	98	95	97
O=C1C(Cl)=C(N2CCCCC2)C(=O)N1c1ccccc1Cl	-17	30	102	-1	99	.	97	98	100	95	100
Cc1nc2ccc(NC(=S)N3CCN(c4ccccn4)CC3)cc2nc1C	-28	9	105	-6	100	-12	100	97	107	101	98
O=C(Nc1ccc(Oc2ncccn2)cc1)c1ccco1	-21	-2	100	-1	97	.	98	96	104	100	100
CCCCOC(=O)c1ccc(NC(=O)c2ccoc2C)cc1	-24	5	86	-3	97	-5	100	102	103	98	102
COc1ccccc1NC(=O)N1c2ccc(F)cc2CCC1C (stereo not given)	-22	7	99	-5	99	.	99	101	101	94	99
O=C(c1ccc(CNS(=O)(=O)c2ccccc2)cc1)N1CCN(c2ccccn2)CC1	0	-4	100	2	99	-20	95	94	106	92	102
Cc1ccc(NN=Nc2nc3c([nH]2)c(=O)n(C)c(=O)n3C)cc1	-6	56*	103	-7	97	6	95	96	100	97	95
Cn1c(C23CC4CC(CC(C4)C2)C3)n[nH]c1=S	-55	9	100	-6	104	1	104	98	104	100	103
Cc1cc(N2C(=O)C(O)=C(C(=O)c3ccco3)C2c2ccc(O)cc2)no1 (stereo not given)	-57	5	93	-2	95	.	94	89	96	98	94
COCCN1C(=O)Cc2c1nc(N)c1c(N)nc(N3CCN(c4ccc(F)cc4)CC3)c(C#N)c21	-6	61*	93	0	97	-26	95	100	97	95	93
CCc1ccc2[nH]c(=O)c(CN(CCCN3CCOCC3)C(=O)Nc3cccc(Cl)c3)cc2c1	19	8	104	-3	101	.	101	97	107	101	103
O=C(Nc1ccc2nc(-c3ccccc3)oc2c1)c1ccco1	3	-12	102	0	100	-13	103	102	103	99	105
COc1ccc(C)cc1S(=O)(=O)n1ccnc1C	-3	20	100	1	97	9	98	101	103	102	103
Cc1ccc2cc(CN(C)C(=O)C3CCCO3)c(=O)[nH]c2c1 (stereo not given)	13	2	100	-1	98	13	99	98	101	103	99
O=C(CN1CCCc2ccccc21)NCCc1ccc(Cl)cc1	-13	32	97	0	95	16	97	98	103	106	99
COC(=O)N/N=C/c1c(C)nn(-c2cccc(Cl)c2)c1Cl	-32	20	101	-3	98	-17	99	103	101	102	99
Cc1ccc(Cl)cc1N1CCN(C(=O)c2ccc(NS(=O)(=O)c3c(C)noc3C)cc2)CC1	-4	15	98	-4	95	2	95	96	99	92	98
Cc1ccc(S(=O)(=O)N2CCN(C3CCN(Cc4ccccc4)CC3)CC2)cc1	-24	11	107	0	103	.	99	101	109	95	104
COC(=O)N(NC(=O)C(O)(c1ccccc1)c1ccccc1)c1ccccc1	60*	16	105	-6	101	7	98	99	106	95	100
CCn1c(-c2csc(-c3ccccc3)n2)n[nH]c1=S	-42	24	96	-2	96	.	98	103	98	99	99
COc1ccc(C(=O)OCC(=O)NC(=O)NC(C)C)cc1OC	-3	10	95	-1	94	15	97	99	101	103	98
O=C(CCCSc1nc2ccccc2s1)NCc1ccco1	-26	-14	103	0	100	.	101	100	102	102	101
CC[C@H](C)NC(=O)c1ccc(Cn2c(=S)[nH]c3c([nH]c4ccc(OC)cc43)c2=O)cc1	27	76*	100	-14	98	.	100	101	100	99	99
O=C(CCn1c(=O)[nH]c2ccsc2c1=O)N1CCN(Cc2ccc3c(c2)OCO3)CC1	16	26	98	0	96	.	96	100	97	103	99
Cc1ccc(C(=O)C(C)OC(=O)C2=COCCO2)cc1C (stereo not given)	1	9	102	0	100	.	102	102	100	125	100
Cc1ccc(-c2csc(NC(=O)CSc3nc(C)cs3)n2)cc1	3	7	101	1	101	13	101	99	101	103	100
CCOC(=O)c1c(NC(=S)Nc2ccccc2)sc(C)c1C	-4	10	96	0	100	10	98	94	104	91	99
Cc1scc(C(=O)Nn2cnnc2)c1-c1ccccc1	-44	1	100	-1	93	.	94	91	96	101	97
COc1cc(C2C(C(=O)c3ccc(C)o3)=C(O)C(=O)N2c2cc(C)on2)cc(Br)c1O (stereo not given)	27	12	99	-3	97	.	99	100	101	101	99
Cc1sc2ncnc(SCC(=O)N3CCCC3)c2c1C	-32	1	105	-2	98	.	99	99	109	102	99
COc1ccc(/C=C/C(=O)N2CCN(c3ccccn3)CC2)c2ccccc12	-4	13	94	0	92	-2	95	95	96	104	96
Cn1nc(C(=O)NC2CCCCC2)c2ccccc2c1=O	-6	-9	102	1	101	-12	104	105	104	107	101
CCc1cc2cc(C)cc(C)c2nc1SCC(=O)Nc1cc(C)on1	-4	5	99	-3	97	3	100	101	99	99	100
Oc1ccc(CN2CCc3ccccc3C2)c2cccnc12	-89	-55	101	-5	101	-18	101	103	106	99	100
O=C(NCc1ccccn1)c1cccc([N+](=O)[O-])c1	-38	-10	102	0	101	.	102	99	101	105	102
CSc1ccccc1C(=O)C1CCCN(Cc2c(C)n(C)n(-c3ccccc3)c2=O)C1 (stereo not given)	-18	6	96	0	96	-7	100	107	100	97	99
CC(C(=O)NCCN1C(=O)S/C(=C\c2cccnc2)C1=O)N1C(=O)c2ccccc2C1=O (stereo not given)	-22	0	105	-3	100	26	98	103	104	106	100
COc1ccc(C(C(=O)NC(C)(C)C)N(Cc2ccco2)C(=O)CCC(=O)Nc2cc(C)on2)cc1 (stereo not given)	-11	-5	96	-2	92	-27	96	94	96	100	97
C=CCn1c(CNC(=O)c2ccco2)nnc1SCC(=O)c1ccccc1	-11	18	101	0	96	0	100	96	105	98	99
Cn1cc(-c2nnnn2-c2ccccc2)c(=O)c2ccccc21	6	-23	?	-2	?	4	?	?	?	99	?
O=C(COC(=O)CNC(=O)c1ccccc1)Nc1ccccc1Cl	-15	-24	91	-2	95	-4	96	105	94	105	97
C=CCn1c(SCC(=O)OCC)nc(C(F)(F)F)cc1=O	-19	14	94	0	96	.	99	99	98	103	94
O=C(Nc1ccc2[nH]c3c(c2c1)CCCC3)c1ccco1	-16	11	102	0	98	.	99	100	101	96	99
Nc1nn2cc(-c3ccccc3)nc2c2ccccc12	-12	42	88	0	91	-2	90	101	88	101	89
N#C/C(=C\c1ccc([N+](=O)[O-])cc1)C(=O)Nc1ccccc1O	-45	20	100	-2	100	-13	97	100	105	95	100
COc1cc(O)c2c(=O)c3c(OC)c(O)ccc3oc2c1	-13	47	102	-3	98	.	99	99	102	100	99
CCOc1ccccc1-n1c(SCC(=O)N(CC)CC)nnc1-c1ccccn1	-3	-4	93	0	90	-8	94	93	93	129	96
O=C(CSc1nnc2ccccn12)Nc1ccc2c(c1)OCCO2	0	4	98	-2	94	-11	96	95	101	100	95
Cc1ccc(NC(=O)CCC(=O)N/N=C/C=C/c2ccccc2)cc1	-5	7	102	1	103	11	104	98	104	102	103
CCOc1ccc(N2C(=O)CC(/C=C3/N(C)c4ccccc4C3(C)C)C2=O)cc1 (stereo not given)	-27	2	87	-2	87	10	87	92	87	100	92
O=C(O)c1ccccc1-c1ccccc1C(=O)NCCCO	-21	-2	99	-1	98	.	98	98	101	101	99
Cn1c(-c2ccco2)n[nH]c1=S	-38	11	98	0	96	11	96	100	101	108	96
Cc1cn(C)c(=O)n(C)c1=O	-11	-10	99	0	98	.	99	101	101	102	99
CC(C)C1Nc2c(O)cc(Cl)c([N+](=O)[O-])c2C2C=CCC21 (stereo not given)	-33	47	95	0	93	6	93	93	97	98	95

# Going on with the list.
molecule	Mcl1-Bid inh	Mcl1 Noxa PPI	Cdc42 wt GTP	Bim-Mcl-1	Rac1 act GTP bind	Pf gametocyte	Rab2 wt GTP	Rab7 wt modul	Rac1 wt modul	RGS8-Gao	HRas wt GTP
COc1ccc(C(=O)N/C(=C\c2ccc3c(c2)OCO3)C(=O)Nc2ccc(C(=O)O)cc2)cc1	-4	2	95	-1	95	.	97	107	99	102	98
Cc1c(CCO)c(=O)[nH]n1S(=O)(=O)c1ccccc1	-14	-5	99	-1	97	5	97	104	100	98	101
CCOc1cc(N2CCOCC2)c(OCC)cc1NC(=O)CN1CCCC1	-11	-1	99	0	98	.	100	102	99	102	100
CCc1ccc(C2CC(c3ccccc3Cl)Nc3nc(N)nn32)cc1 (stereo not given)	-11	16	99	2	97	.	100	96	98	104	99
COC(=O)[C@@H]1CC[C@H](C)[C@@H](c2ccc(C)cc2)N1C(=O)c1ccc(/C=N/O[C@@H](C)c2cn([C@H](CO)Cc3ccccc3)nn2)cc1	15	0	101	0	100	.	99	100	102	102	101
Cc1ccc(Oc2ccc(NC(=O)c3ccco3)cc2)cc1	3	4	103	-1	98	17	98	99	103	99	100
COc1cccc(Nc2nc(-c3sc(NC(=O)CC(C)C)nc3C)cs2)c1	-11	46	104	1	102	-3	100	99	103	101	100
Cc1ccc(SCc2cc(=O)[nH]c(N3CCN(Cc4ccccc4)CC3)n2)cc1	-22	-9	105	-1	101	.	102	98	103	100	99
CCOc1ccc(-n2c(C)nc3cc(C(=O)NCc4ccc5c(c4)OCO5)ccc32)cc1	2	22	77*	-3	79*	-38	71*	86	77*	102	80
CCc1nc(NCc2ccccc2)c(C#N)c2c1CCCC2	3	-4	96	-3	101	2	100	100	104	101	101
